High-throughput results (PubChem)
LmPK inh – qHTS Assay for Inhibitors of Leishmania Mexicana Pyruvate Kinase (LmPK) | Q27686 | purified LmPK, Kinase-Glo ATP luminescence, 1 h | Potency, µM (series often up to 57.5 µM), without a hit: top-dose activity change, negative = inhibition, usual class: inhibitors | 290,000 compounds, 0.37% hits
Target sequence (Q27686 whole entry, looked up): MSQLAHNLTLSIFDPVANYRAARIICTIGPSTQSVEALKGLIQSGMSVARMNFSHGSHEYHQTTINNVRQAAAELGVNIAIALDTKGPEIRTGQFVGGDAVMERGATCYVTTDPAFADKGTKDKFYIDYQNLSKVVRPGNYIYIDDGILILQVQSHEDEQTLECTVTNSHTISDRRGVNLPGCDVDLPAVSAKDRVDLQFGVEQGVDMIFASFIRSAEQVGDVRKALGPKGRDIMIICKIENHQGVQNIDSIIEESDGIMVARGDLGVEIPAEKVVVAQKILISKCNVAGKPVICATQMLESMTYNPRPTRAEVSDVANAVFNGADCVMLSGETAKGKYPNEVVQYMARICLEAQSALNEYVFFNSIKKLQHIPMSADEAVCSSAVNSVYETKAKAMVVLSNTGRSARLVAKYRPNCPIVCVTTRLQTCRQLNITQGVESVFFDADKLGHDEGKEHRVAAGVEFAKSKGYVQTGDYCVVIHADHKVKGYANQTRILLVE
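Purified LmPK (0.1 nM) with 0.5 mM PEP and 0.1 mM ADP in imidazole buffer pH 7.2 with MgCl2/KCl, 1 h at room temperature. ATP formed was read by luciferase luminescence and normalized to no-enzyme and uninhibited controls.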
Pf growth 48h – Primary qHTS for delayed death inhibitors of the malarial parasite plastid, 48 hour incubation; 310,000 compounds, 5.9% hits; Potency, µM (titrated, usually from 28.7 µM), inactives show at the highest dose activity change, negative = inhibition, hits mostly inhibitors; P. falciparum luciferase growth in erythrocytes, 48 h
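Luciferase-expressing P. falciparum in infected erythrocytes (2% hematocrit, 0.1% parasitemia final) in RPMI 1640/0.5% Albumax were exposed to compound for 48 hours at 37 C, 5% CO2; growth read as luminescence.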
TbPYK inhibitor – qHTS of Trypanosoma Brucei Inhibitors. pyruvate kinase (Trypanosoma brucei), Q57TT1. TbPYK enzyme, Kinase-Glo Plus ATP luminescence, 45 min. Potency, µM (doses to about 76.8 µM), without a hit: at the highest dose activity, negative = inhibition, usual class: inhibitors. 410,000 compounds, 0.12% hits; note: nearly all actives have a fitted effect of over 50% in size
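TbPYK + substrate in 50 mM TEA pH 7.2, 100 mM KCl, 10 mM MgCl2, 0.05% BSA, 0.01% Tween-20; cpd pinned; ADP 130 uM final; 45 min RT; Kinase-Glo Plus 10 min; luminescence endpoint.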
Pf growth 96h – Primary qHTS for delayed death inhibitors of the malarial parasite plastid, 96 hour incubation. P. falciparum luciferase reporter growth, 96 h. Potency, µM (series often up to 28.7 µM), inactives show at the highest dose activity change, negative = inhibition, usual class: inhibitors. 320,000 compounds, 6.9% hits. AID 504834, 2011
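Readout is luminescence from an integrated firefly luciferase in P. falciparum. Red cells, 2% hematocrit and 0.05% parasitemia final, were cultured with compound through two parasite generations (96 hours) at 37 C, 5% CO2.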
HCV inhibitor – qHTS Assay for Inhibitors of Hepatitis C Virus (HCV) | Huh7.5.1 HCVcc-Cre infection, luciferase reporter, 44 h | Potency, µM (highest dose often 41.8 µM), without a hit: at the top dose activity change, negative = inhibition, actives largely listed as inhibitors | 340,000 compounds, 3.4% hits
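After 44 h co-culture of compound, cells and HCVcc-Cre (~0.5 moi), substrate is added for 15 min at room temperature and luciferase measured over 15 sec. Cells were seeded at 1,000/well and pre-cultured 4 h.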
Sm TGR inh – qHTS Assay for the Inhibitors of Schistosoma Mansoni Peroxiredoxins | Potency, µM (highest dose often 114 µM), for the others: at the highest dose activity change, negative = inhibition, most hits filed as inhibitors | 360,000 compounds, 3% hits | purified TGR, DTNB reduction, TNB absorbance 405 nm | AID 485364, 2010 | Schistosoma mansoni thioredoxin glutathione reductase (TGR), Q962Y6; note: nearly all actives have a fitted effect of over 60% in size
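TGR 20 nM + NADPH 100 uM (dispensed conc.), cpd preinc 15 min RT; start with NADPH (500 uM addition) then DTNB (15 mM addition). Kinetic TNB absorbance, 405 nm filter. Four-parameter Hill fit across titration.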
* = called active by the depositor; ? = inconclusive; / = not tested or not shown; & = joins results of further samples; [ ] = dose if it differs, or a comment. Calls come from the whole dose curve; as a rule, active = well fitted curve in the direction sought with a large enough effect; inconclusive = small, poorly fitted or top-dose-only effect, or another doubt; inactive = no such curve, though single readings can be large; an effect the other way counts as inactive or inconclusive. % is set by controls: 0 for no effect and ±100 for the full control effect; potency is the fitted concentration of half-maximal effect.

Molecule	LmPK inh	Pf growth 48h	TbPYK inhibitor	Pf growth 96h	HCV inhibitor	Sm TGR inh
Cc1ccc(N(CC(=O)NC2CCC(C)CC2)S(=O)(=O)c2cccnc2)cc1 (configuration not stated)	3%	/	-2%	?	-21%	4%
O=c1c2ccccc2c2ccccc2c(=O)n1Cc1ccco1	3%	21%	-7%	4%	14%	0%
COc1cccc(C2N(c3cccc(Cl)c3)C(=O)C3CCCN32)c1OC (configuration not stated)	-1%	/	-2%	-7%	6%	5%
Cn1c(SCC(=O)NCC2CCCO2)ncc(C(=O)Nc2ccc(F)cc2)c1=O (configuration not stated)	/	21%	3%	?	20%	-7%
CC(C)c1nnc(NC(=O)CSc2ccccc2)s1	4%	24%	2%	/	4%	1%
Cc1onc(-c2ccccc2Cl)c1C(=O)NCc1ccccc1	-4%	15%	-6%	/	5%	-1%
O=C(Nc1nc(-c2ccc(Oc3ccccc3)cc2)cs1)C1=COCCO1	3%	-6%	-12%	-25%	?	-3%
Cc1ccnc(NC(=O)C(C)n2cc([N+](=O)[O-])cn2)c1 (configuration not stated)	5%	18%	2%	191%	3%	-1%
O=C1CNC(=O)/C(=C/c2cccs2)N1	5%	63%[activator]	0%	252%[activator]	5%	-12%
CC(C)C(=O)Nc1ccc(N2CCN(C)CC2)c(F)c1	0%	26%	1%	17%	6%	/

Molecule	LmPK inh	Pf growth 48h	TbPYK inhibitor	Pf growth 96h	HCV inhibitor	Sm TGR inh
O=C(O)c1ccc2c(c1)C(=O)N(CCc1ccc(O)cc1)C2=O	/	3%	/	-7%	/	7%
COc1ccccc1CN1CCN(Cc2ccc3ccccc3c2)CC1	2%	13%	-11%	-17%	0%	-8%
Cc1ccc(NC(=S)NC(NC(=O)N(C)C)C(Cl)(Cl)Cl)cc1 (configuration not stated)	0%	?	7%	32%[activator]	30%[activator]	?
CN(C)C(=O)c1nc(C#N)c(N(C)C)o1	6%	/	-5%	68%[activator]	-6%	0%[11.4 µM]
O=C(COC(=O)c1ccc(F)cc1Cl)NCc1ccco1	/	83%[activator]	-8%	23%	7%	-25%
COc1ccc(F)cc1S(=O)(=O)n1cc(C)nc1-c1ccccc1	6%	1%	-27%	/	2%&1%	-6%
COc1ccc(C2=NOC3(CC(=O)N(c4ccc(C)cc4)C3=O)C2)cc1 (configuration not stated)	1%	/	-17%	-23%	-8%	-6%
COc1ccc(CN(C)C(=O)c2cccc(NS(=O)(=O)c3ccccc3)c2)cc1F	1%	?	0%	1%	13%	0%
CC(=O)n1cc([C@@H]2C=C(C(=O)NCc3ccccc3)O[C@H](OCCCCO)C2)c2ccccc21	-1%	?	-3%	?	-16%	50µM*
CCCCn1c(=O)cc(O)c2ccccc21	-6%	-7%	4%	-17%	14%	5%

Molecule	LmPK inh	Pf growth 48h	TbPYK inhibitor	Pf growth 96h	HCV inhibitor	Sm TGR inh
CC1CCN(C(=O)CN2C(=O)COc3ccc(Cl)cc32)CC1	1%	?	2%	-25%	-2%	-12%
COc1cccc(OC)c1Oc1ccc(C(F)(F)F)cn1	1%	-8%	1%	0%	11%	41%[activator]
Cc1ccnc(NC(c2ccccn2)c2c(C)[nH]c3ccccc23)c1 (configuration not stated)	2%	-12%	67%[activator]	18%	-3%	0.28µM*
CCOC(=O)/C(C#N)=C1/C=C(C)c2ccccc2N1	8%	0%	6%	2%	?	12%
O=C(NCc1ccc2[nH]c3c(c2c1)CCCC3)c1ccc(S(=O)(=O)N2CCOCC2)cc1	-1%	?	3%	?	?	-1%
CCCCNC(=O)c1onc(CSc2ccccc2CC)c1C(=O)O	8%	?	2%	?	14%	-18%
O=C(NNC(=S)NC(=O)c1ccccc1)c1ccc(O)cc1	-2%	/	-22%	?	?	5%
Cc1ccc(NC(=O)CCSCCc2ccccn2)cc1	3%	-6%	-7%&0%	?	12%	4%&0%
COc1ccccc1/C=C/c1nc(C#N)c(N(C)C)o1	-6%	80%[activator]	-10%&1%	?	7%	?
CCOC(=O)c1c(C)[nH]c(C(=O)C(C)Sc2ccc(Cl)cc2)c1C (configuration not stated)	0%	-10%	-5%	83%[activator]	?	-9%

Molecule	LmPK inh	Pf growth 48h	TbPYK inhibitor	Pf growth 96h	HCV inhibitor	Sm TGR inh
CCn1c(C)nc2cc(C(=O)OC)ccc21	-5%	13%	3%	14%	-2%	-1%
CCOc1ccc(NC(=O)CN2C(=O)COc3ccc(S(=O)(=O)N4CCCCC4)cc32)cc1	-1%	?	-4%	0%	?	10%
CCCNS(=O)(=O)c1cccn1-c1ncc(C(F)(F)F)cc1Cl	1%	/	-5%	11%	7%	-1%
CCOC(=O)C1=C(C)C(c2ccccc2)NC(=S)N1 (configuration not stated)	-3%	-4%	2%	?	-18%	9%
CCN(CC)S(=O)(=O)c1ccc(OC)c(NC(=O)c2cc(C)on2)c1	10%	11%	3%	6%	13%	3%
O=C(COc1cc(Cl)c(Cl)cc1Cl)NCCc1ccccn1	1%	-22%	-4%	40%[activator]	6%	2%
Clc1ccc(Cn2ncc3c(NCc4cccnc4)ncnc32)cc1	4%	?	6%	24%	11µM*	0%
CC(NC(=O)CN(C)Cc1cccc(F)c1)c1ccccc1 (configuration not stated)	0%	16%	-8%	26%	?	-18%
Cc1ccc(NC(=O)NC(=O)N(C(C)C)S(=O)(=O)c2ccc(C)cc2)cc1	1%	39%[activator]	1%	112%[activator]	19%	1%
COc1cc(N)ccc1-c1cc2ccccc2oc1=O	-1%	59%[activator]	2%	?	0%	-1%

Entries above that have a CF3 group (2):
Molecule	LmPK inh	Pf growth 48h	TbPYK inhibitor	Pf growth 96h	HCV inhibitor	Sm TGR inh
COc1cccc(OC)c1Oc1ccc(C(F)(F)F)cn1	1%	-8%	1%	0%	11%	41%[activator]
CCCNS(=O)(=O)c1cccn1-c1ncc(C(F)(F)F)cc1Cl	1%	/	-5%	11%	7%	-1%

More structures follow.
Molecule	LmPK inh	Pf growth 48h	TbPYK inhibitor	Pf growth 96h	HCV inhibitor	Sm TGR inh
Cc1c(NS(C)(=O)=O)c(=O)n(-c2ccccc2)n1C	-1%	10%	2%	/	18%	-4%
NCCCCc1cn(CC(=O)N2CCNCC2)nn1	-4%	2%	4%	38%[activator]	12%	2%
COc1cc2c(cc1OC)C(C)N(C(=O)Cc1ccc(C(F)(F)F)cc1)CC2 (configuration not stated)	4%	?	-6%	?	-28%	-3%
COc1ccccc1NC1=C(Cl)C(=O)OC1OC(=O)c1ccco1 (configuration not stated)	1%	-1%	0%	4%	-10%	?
CC1CCCC(C)N1/N=C/c1ccc(C(=O)O)cc1 (configuration not stated)	-1%	35%[activator]	-5%	78%[activator]	22%	-8%
Cc1nn(Cc2ccccc2)c(Cl)c1C(=O)OC1CCOC1=O (configuration not stated)	12%	/	-14%	-6%	-1%	89%[activator][11.4 µM]
Cc1ccccc1-n1c(-c2csc3ccccc23)n[nH]c1=S	14µM*	-8%	?	-3%	-10%	0%
CC(C)C(c1nnnn1CCc1ccccc1)N1CCC(C(N)=O)CC1 (configuration not stated)	6%	12%	1%	28%	5%	-27%
N#Cc1c(Nc2ccccc2C(F)(F)F)s[nH]c1=O	4%	-5%	?	-5%	0%	-7%
FC(F)(F)c1cccc(NC(=S)Nc2ccc(Cl)c(Cl)c2)c1	9%	0%	-2%	8.3µM*	0%	-19%

Structure	LmPK inh	Pf growth 48h	TbPYK inhibitor	Pf growth 96h	HCV inhibitor	Sm TGR inh
CCNS(=O)(=O)c1ccc(NC(=O)Nc2cccc(C(F)(F)F)c2)cc1	-3%	?	1%	15%	?	-26%
COC(=O)CCCC1=CC2=C(c3ccccc3)C(=O)C(C)(OC(=O)C3CCCC3)C(=O)C2=CN1Cc1ccc(OC)cc1 (configuration not stated)	-7%[11.5 µM]	?	-4%	?	5%	22µM*
Clc1cccc(-c2ccc3ncnc(NCc4cccnc4)c3c2)c1	/	?	0%	13µM*	/	-4%
CCc1ccc(NC(=O)C(C)Nc2ccc(S(=O)(=O)NC(C)=O)cc2)cc1 (configuration not stated)	4%	/	-6%	?	7%	1%[11.4 µM]
CCOC(=O)N1CCN(C(=O)CNC(=O)c2nn(-c3ccc(OC)cc3)c(=O)c3ccccc23)CC1	2%	-5%	-7%	56%[activator]	5%	-25%
Cc1cc(N)c2ccccc2[n+]1CCCCCCCCCC[n+]1c(C)cc(N)c2ccccc21	/	0.18µM*	0%[33.2 µM]	-100%[12.8 µM]	/	/
Cc1c(CC(=O)O)c(=O)oc2c(C)c(OCc3ccccc3Br)ccc12	5%	5%[0.00184 µM]	-2%	18%	12%	-13%
CC(C)(C)c1ccc(N2C(=O)CC(C/C=C/c3ccccc3)C2=O)cc1 (configuration not stated)	1%	3%	-10%	32%[activator]	15%	8%
CCC(C)(C)C1CCc2c(sc(NC(=O)c3ccccc3C(=O)O)c2C#N)C1 (configuration not stated)	2%	2%	-6%	0%	-4%	0%
Cn1cccc1Cc1nnc(SCC(=O)NCC2CCCO2)n1CCc1ccccc1 (configuration not stated)	-1%	-14%	-10%	-1%	/	-10%
CNC1CCc2cc(OC)c(OC)c(OC)c2-c2ccc(OC)c(=O)cc21 (configuration not stated)	/	-18%	1%	-29%	/	/
FC(F)(F)c1ccc(Cl)c(NC(=S)N/N=C/c2ccccc2Cl)c1	-17%	?	1%	1.5µM*	4%	2%

Structure	LmPK inh	Pf growth 48h	TbPYK inhibitor	Pf growth 96h	HCV inhibitor	Sm TGR inh
Cc1cccc(OCc2nnc(N)s2)c1	-5%	12%	-2%	/	5%	4%
COc1cc(C2CC(=O)OC3=C2C(=O)CC(C)(C)C3)cc(OC)c1OC (configuration not stated)	3%	-5%	4%	1%	33%[activator]	3%
CCOC(=O)CN1C(=O)C(O)(C2CCc3ccccc3C2=O)c2ccccc21 (configuration not stated)	1%	1%	-6%	14%	9%	-1%
O=C1CCCN1CN(C(=O)c1ccc2c(c1)OCO2)c1cccc(Cl)c1	-4%	13%	/	-19%	1%	11%
CCCCNC(=S)N1CCN(CC)CC1	1%	5%	11%	72%[activator]	5%	/
O=C(O)C(Cc1ccccc1)N1C(=O)/C(=C/C=C/c2ccco2)SC1=S (configuration not stated)	-6%	42%[activator]	-25%	72%[activator]	34%[activator]	6.3µM*
CCCc1cc2c(cc1NC(=O)c1ccc(Br)cc1)OCO2	4%	10%	-8%	29%	17%	20%
Cc1ccc(NS(=O)(=O)c2c(C)nc3sccn3c2=O)cc1C	-1%	10%	1%	?	-5%	?
O=c1cc(CO)[nH]cc1OCc1ccccc1	-2%	53%[activator]	5%	31%[activator]	12%	2%

For reference, part of the list above:
Structure	LmPK inh	Pf growth 48h	TbPYK inhibitor	Pf growth 96h	HCV inhibitor	Sm TGR inh
Cc1cccc(OCc2nnc(N)s2)c1	-5%	12%	-2%	/	5%	4%
COc1cc(C2CC(=O)OC3=C2C(=O)CC(C)(C)C3)cc(OC)c1OC (configuration not stated)	3%	-5%	4%	1%	33%[activator]	3%
CCOC(=O)CN1C(=O)C(O)(C2CCc3ccccc3C2=O)c2ccccc21 (configuration not stated)	1%	1%	-6%	14%	9%	-1%
